HEK293 NOD2/NF-kB: NOD2 signaling inhibitors, cell-based, luminescence, uHTS, HEK293 (AID 1566); 290,000 tested, 0.63% active; inhibition, % at 4 µM, or EC50 in µM where a hit was titrated; HEK293 NOD2/NF-kB luciferase reporter, luminescence; higher % means a stronger effect; also: many of its hits are not listed in these tables
KOR beta-arrestin-1: KOR agonists, beta-arrestin recruitment, primary screen, cell-based, luminescence, uHTS (AID 1777); Kappa-type opioid receptor (Homo sapiens); KOR beta-arrestin recruitment, luminescence; higher % means a stronger effect; one-dose activation, % at 10 µM; EC50 in µM for titrated hits; 280,000 tested, 0.02% active; in the data active = activation above about 50%, passing the limit was not always enough; also: a part of the inactive calls stands beside numbers as strong as those of hits
Rac1 GTP hydrolysis: MgcRacGAP GTPase-activating activity inhibitors, confirmation, biochemical, ADP Hunter fluorescence; Rac GTPase-activating protein 1 (Homo sapiens); MgcRacGAP-stimulated Rac1 GTP hydrolysis, ADP Hunter fluorescence; higher % means a stronger effect; GST-tagged Rac1 F28L mutant substrate; inhibition, % at 30 µM; hits with a dose series show IC50 in µM; 340,000 tested, 0.6% active; AID 624330, 2012;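 active = first-screen hits whose inhibition reached a set limit at any dose in the follow-up dose series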;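 also: fluorescence reports GDP produced by GAP-driven GTP hydrolysis; strong numbers were not always called active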
Large T inhibition: SV40 large T antigen inhibitors, biochemical (AID 1903) | SV40 large T antigen ATPase/helicase inhibition assay; higher % means a stronger effect | inhibition, % at 20 µM, or IC50 in µM where a hit was titrated | 310,000 tested, 0.39% active; in the data active = a potency from the dose series; also: strong numbers were not always called active
GPR55 LPI antagonism: GPR55 antagonists blocking LPI-driven arrestin recruitment, primary screen, imaging, U2OS, beta-arrestin-GFP, LPI agonist (AID 2013) | G-protein coupled receptor 55 (Homo sapiens) | U2OS GPR55 beta-arrestin-GFP translocation imaging, LPI antagonism; higher % means a stronger effect | one-dose inhibition, % at 10 µM; IC50 in µM for titrated hits | 290,000 tested, 0.13% active;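 active = spots per cell inhibited over 60%, with over 100 cells counted and total cytoplasm intensity under 500,000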;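 also: U2OS cells stably carrying GPR55 and arrestin-GFP stimulated by 5 µM LPI near EC80; imaged beta-arrestin-GFP aggregate spots per cell after agonist stimulation; plate controls were LPI-stimulated DMSO wells for no effect and DMSO wells without LPI for full effect; some results filed as inactive read as strong as hits; confirmed hits need IC50 under 10 µM and bright autofluorescent wells are also inconclusive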
HIV fusion peptide: inhibitors of HIV fusion peptide binding, primary screen, biochemical, uHTS, fluorescence dequenching (AID 1986). cell-free peptide binding, fluorescence dequenching, 30 min; higher % means a stronger effect. one-dose inhibition, % at 20 µM; IC50 in µM for titrated hits. 290,000 tested, 0.3% active; in the data active = inhibition mostly above about 52%, no sharp cut-off; inactive = mostly below about 76%; also: some results filed as inactive read as strong as hits
KOR beta-arrestin-2: KOR antagonists, beta-arrestin recruitment, cell-based, luminescence, uHTS (AID 1778) | Kappa-type opioid receptor (Homo sapiens) | one-dose inhibition, % at 10 µM; IC50 in µM for titrated hits | 290,000 tested, 0.091% active | KOR beta-arrestin recruitment, luminescence, antagonist mode; higher % means a stronger effect; also: strong numbers were not always called active
GPR55 activation: GPR55 agonists via beta-arrestin recruitment, primary screen, imaging, U2OS cells, beta-arrestin-GFP redistribution (AID 1961). one-dose activation, % at 10 µM; EC50 in µM for titrated hits. G-protein coupled receptor 55 (Homo sapiens). 290,000 tested, 0.048% active. U2OS GPR55 beta-arrestin-GFP redistribution imaging; higher % means a stronger effect;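 active = activation above 40% with more than 50 cells counted in the well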;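 also: U2OS osteosarcoma cells stably expressing GPR55 and beta-arrestin-GFP; plate controls were DMSO negative control for no effect and LPI positive control for full effect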
NOD1 NF-kB reporter: NOD1 signaling inhibitors, primary screen, cell-based, luminescence, uHTS (AID 1578); NOD1-driven NF-kB luciferase reporter cells, luminescence; higher % means a stronger effect; inhibition, % at 4 µM, or EC50 in µM where a hit was titrated; 290,000 tested, 1% active; in the data active = inhibition mostly above about 36%, no sharp cut-off; inactive = mostly below about 34%;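 also: HEK-293T reporter cells stimulated with the NOD1 agonist gamma-tri-DAP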
Starred values were filed as active, the others as inactive; . = no result given; [ ] = another dose, or the depositor's remark. Rule as the data show it, unless noted: active = inhibition above about 50%; inactive = the rest.

SMILES	HEK293 NOD2/NF-kB	KOR beta-arrestin-1	Rac1 GTP hydrolysis	Large T inhibition	GPR55 LPI antagonism	HIV fusion peptide	KOR beta-arrestin-2	GPR55 activation	NOD1 NF-kB reporter
COc1ccc(CCNC(=O)CSCC(=O)Nc2ccccc2)cc1OC	-3.2%	7.8%	15.9%	11.3%	14.7%	0.8%	-5.1%	-0.1%	-11.7%
Cc1ccc(F)c(NC=C2C(=O)OC(C)(C)OC2=O)c1	-4.2%	4.7%	-2.9%	9.9%	8.8%	0.3%	20.1%	-0.1%	1.9%
CS(=O)(=O)N(CC(=O)NC1CCCCCC1)Cc1ccc(Cl)cc1	18.1%	-4.5%	-6.0%	-2.0%	6.5%	-0.6%	27.6%	-0.1%	12.2%
CCCCC(C)n1[nH]c(=O)c2c(C)cc(C)nc21 (stereo not drawn)	26.3%	0.8%	8.3%	15.1%	6.5%	-1.5%	9.8%	-0.1%	1.8%
CCOc1cc(N2CCOCC2)c(OCC)cc1NC(=O)Cc1cn2ccsc2n1	5.1%	-0.7%	10.8%	10.2%	15.2%	1.7%	-27.0%	-0.3%	-5.9%
CNc1nc(N)c([N+](=O)[O-])c(NCc2ccccc2)n1	4.8%	7.1%	6.2%	-15.8%	-5.8%	-0.1%	10.1%	0.9%	-28.8%
Cn1c(=O)n(CCO)c(=O)c2c1nc(Br)n2Cc1ccccc1	-6.1%	-3.0%	7.3%	10.8%	-11.4%	-0.2%	-8.9%[20 µM]	-0.2%	-27.0%
CCc1c(C)nc(N2CCN(c3ccccc3F)CC2)[nH]c1=O	2.4%	7.4%	2.2%	0.6%	-3.6%	-0.2%	-47.4%[20 µM]	0.2%	-28.4%
CCc1ccccc1NC(=O)N1CCCC(CCC(=O)N(C)CCc2ccccn2)C1 (stereo not drawn)	20.5%	.	3.2%	4.5%	4.4%	-0.4%	23.2%[20 µM]	-0.1%	-4.8%
Cc1c(C(=O)OCC(=O)N(C)c2ccccc2)oc2ccccc12	11.6%	3.1%	-1.4%	-9.4%	4.2%	1.2%	-10.6%	-0.1%	-7.2%
Nc1ccc(-c2nc3ncccc3o2)c(Cl)c1	-107.2%	-3.5%	9.6%	-0.3%	3.7%	-1.1%	9.1%[20 µM]	0.2%	-40.0%
O=C(Nc1ccccc1Cl)Nc1cccc2cccnc12	-24.5%	-5.0%	7.4%	25.4%	7.1%	-0.7%	-21.0%[20 µM]	-0.4%	-43.0%
CN(C)C(=O)COc1ccc(C(=O)/C=C/c2cccnc2)cc1	-17.6%	-0.3%	5.0%	4.3%	-0.8%	-2.0%	-1.2%	.	0.3%
COc1ccc2[nH]cc(CCNC(=O)Nc3ccccc3)c2c1	1.9%	-12.5%	7.9%	5.6%	-11.7%	-0.4%	15.7%	0.3%	-8.1%
Clc1ccc2c(N/N=C/c3ccc(Br)cc3)ccnc2c1	3.4%	6.5%	7.1%	8.8%	-5.7%	-8.1%	-47.4%	0.1%	41.2%
O=C(O)CCCC(=O)Nc1c(F)c(F)c(F)c(F)c1F	-3.9%	-5.4%	15.5%	5.2%	0.0%	-4.1%	-17.0%	0.3%	15.3%
O=CNc1ccccc1Oc1ccccc1	1.7%	-3.9%	8.6%	10.3%	7.4%	0.8%	-0.4%	-0.1%	-20.0%
Cc1cc2[nH]c3ccccc3c2c(C)n1	-13.9%	5.9%	5.1%	10.9%	-3.9%	1.1%	-16.1%	0.4%	-43.2%
Cc1ccc(C(=O)NCC(=O)NCC(=O)OCC(=O)c2ccc(Br)cc2)cc1	-41.3%	1.6%	5.9%	4.6%	8.4%	1.6%	.	-0.2%	-20.0%
Cc1cc(C)c(C)c(S(=O)(=O)Nc2ccc(C(=O)N3CCCC3)cc2)c1C	2.7%	4.9%	4.5%	13.2%	-1.3%	-1.2%	7.3%	-0.1%	-21.1%
C=Cn1c(C(=O)O)cc(CC)c1-c1ccccc1	4.0%	-2.5%	8.6%	4.4%	4.3%	3.2%	46.5%	0.5%	-17.9%
CCCC(=O)Nc1ccc(C(=O)NNC(=O)c2ccccc2Br)cc1	12.6%	-0.6%	2.9%	2.3%	10.1%	-2.8%	1.6%	-0.1%	7.6%
N#CCc1ccc(C(=O)c2ccccc2)s1	-4.9%	-4.0%	1.0%	6.6%	5.0%	-0.2%	34.9%	-0.2%	-28.3%
Cc1cccc(S(=O)(=O)NCCC(=O)OCC(=O)Nc2ccc(C#N)cc2)c1	4.7%	-1.6%	-0.6%	5.5%	0.9%	-2.5%	-2.7%	0.2%	-8.9%
CCOC(=O)C(NC(=O)C1CCCN1C(=O)OCc1ccccc1)C(=O)OCC (stereo not drawn)	11.6%	-3.9%	-1.5%	19.6%	-2.0%	2.0%	19.8%	0.3%	-27.0%
CCOC(=O)C1=C(COC(=O)C2(C)CC2(Cl)Cl)NC(=O)NC1c1ccc(OC)cc1 (stereo not drawn)	0.6%	0.5%	12.5%	16.4%	6.2%	-0.6%	3.2%	-0.5%	-25.9%
O=C(Nc1ccccc1)c1ccc(S(=O)(=O)N2CCCC2)cc1	6.7%	-4.1%	1.6%	3.9%	-6.0%	2.0%	5.6%	-0.3%	12.9%
Cn1c(Cn2c(=O)sc3ccccc32)nnc1SCC(=O)Nc1ccccc1F	-8.3%	-0.6%	9.2%	6.6%	6.3%	-3.9%	8.4%	-0.5%	-8.3%
O=C(c1cccc(S(=O)(=O)N2CCOCC2)c1)N1CCCCCC1	-1.9%	4.5%	-0.2%	0.4%	-3.4%	-2.2%	32.2%	-0.1%	-10.9%
CCCc1nnc(NC(=O)c2cn(CC)c3cc(N4CCN(C)CC4)c(F)cc3c2=O)s1	32.9%	5.0%	.	8.1%	11.6%	2.0%	-43.1%	-0.1%	-4.6%
Cc1ccc(S(=O)(=O)Nc2ccc(NC(=O)Nc3cccc(C(F)(F)F)c3)cc2)cc1	7.4%	6.1%	2.5%	-1.8%	-3.3%	2.7%	11.7%	-0.3%	-9.0%
O=C(CCCn1c(=S)[nH]c2cc3c(cc2c1=O)OCO3)N1CCN(c2ccc(F)cc2)CC1	27.2%	-0.5%	6.4%	13.3%	24.0%	1.2%	-31.2%	0.4%	-8.6%
CCOc1cc(/C=C2/NC(=O)N(Cc3ccccc3F)C2=O)ccc1O	1.4%	-2.1%	44.5µM*	15.4%	-3.5%	-2.2%	-13.9%	0.3%	3.0%
Nc1cccc(-c2nnc3n2CCCCC3)c1	-22.2%	-0.4%	2.9%	25.1%	-19.3%	-0.2%	-15.3%	-0.3%	14.0%
CCOc1ccc(C(=O)OCC(=O)Nc2nc(OC)cc(OC)n2)cc1OCC	2.6%	-0.5%	3.7%	7.8%	0.2%	-2.3%	-1.5%	-0.2%	-4.6%
COc1ccccc1CN1CC(C(=O)NCCN(C)CCc2ccccc2)CCC1=O (stereo not drawn)	-10.0%	8.7%	3.7%	23.1%	3.3%	1.9%	-32.7%	-0.1%	-1.7%
CCn1ccnc1CNC(=O)CC1C(=O)NCCN1CC(c1ccccc1)c1ccccc1 (stereo not drawn)	-2.0%	4.4%	3.4%	-4.9%	-5.5%	2.4%	-6.6%	0.2%	-36.7%
CC(=O)c1cccc(NC(=O)N2CCCC2C(=O)Nc2ccc3c(c2)OCCO3)c1 (stereo not drawn)	13.5%	.	3.6%	6.5%	16.3%	-0.3%	-11.9%[20 µM]	0.5%	-10.5%
COCCn1c(-c2ccc(Cl)cc2)cnc1SCC(=O)NCCc1ccc(OC)c(OC)c1	10.8%	0.9%	6.6%	1.9%	-3.0%	-2.0%	30.7%	-0.2%	5.8%
O=S(=O)(Nc1cccc(-c2cn3cccnc3n2)c1)c1ccc(Cl)cc1	11.6%	-3.0%	7.5%	5.6%	2.9%	-0.3%	26.2%	0.0%	5.1%

In the list so far, these contain an NH in an aromatic ring.
SMILES	HEK293 NOD2/NF-kB	KOR beta-arrestin-1	Rac1 GTP hydrolysis	Large T inhibition	GPR55 LPI antagonism	HIV fusion peptide	KOR beta-arrestin-2	GPR55 activation	NOD1 NF-kB reporter
CCCCC(C)n1[nH]c(=O)c2c(C)cc(C)nc21 (stereo not drawn)	26.3%	0.8%	8.3%	15.1%	6.5%	-1.5%	9.8%	-0.1%	1.8%
CCc1c(C)nc(N2CCN(c3ccccc3F)CC2)[nH]c1=O	2.4%	7.4%	2.2%	0.6%	-3.6%	-0.2%	-47.4%[20 µM]	0.2%	-28.4%
COc1ccc2[nH]cc(CCNC(=O)Nc3ccccc3)c2c1	1.9%	-12.5%	7.9%	5.6%	-11.7%	-0.4%	15.7%	0.3%	-8.1%
Cc1cc2[nH]c3ccccc3c2c(C)n1	-13.9%	5.9%	5.1%	10.9%	-3.9%	1.1%	-16.1%	0.4%	-43.2%
O=C(CCCn1c(=S)[nH]c2cc3c(cc2c1=O)OCO3)N1CCN(c2ccc(F)cc2)CC1	27.2%	-0.5%	6.4%	13.3%	24.0%	1.2%	-31.2%	0.4%	-8.6%

(listing goes on)
SMILES	HEK293 NOD2/NF-kB	KOR beta-arrestin-1	Rac1 GTP hydrolysis	Large T inhibition	GPR55 LPI antagonism	HIV fusion peptide	KOR beta-arrestin-2	GPR55 activation	NOD1 NF-kB reporter
O=C(Nc1ccc(S(=O)(=O)N2CCOCC2)cc1)c1ccc([N+](=O)[O-])cc1Cl	1.4%	-6.9%	7.9%	1.0%	4.6%	-1.1%	31.5%	-0.1%	-7.5%
CS(=O)(=O)N1CCN(c2ccc([N+](=O)[O-])c3cccnc23)CC1	6.2%	2.9%	6.8%	15.1%	-0.6%	1.1%	7.9%	-0.2%	-5.9%
COc1ccc(OC)c(S(=O)(=O)Nc2ccc(OCC(=O)O)cc2)c1	3.3%	1.1%	6.4%	4.9%	-8.1%	0.1%	5.4%	-0.1%	2.7%
Cc1ccc(/C(N)=N/OC(=O)CCC2CCCCC2)cc1	-20.6%	4.1%	3.2%	2.5%	-4.6%	-3.4%	-39.3%	0.2%	.
N#CC(C#N)=Cc1ccc(NC(=O)c2ccc(Br)cc2)cc1	-29.2%	.	9.2%	8.8%	2.7%	0.7%	-15.0%	0.0%	0.6%
O=C(c1cc(Br)ccc1Cl)N1CCN(c2ncccn2)CC1	1.2%	3.2%	13.0%	-1.3%	7.4%	-2.0%	0.4%	-0.2%	-6.4%

Fetched one by one from above, 2 records:
SMILES	HEK293 NOD2/NF-kB	KOR beta-arrestin-1	Rac1 GTP hydrolysis	Large T inhibition	GPR55 LPI antagonism	HIV fusion peptide	KOR beta-arrestin-2	GPR55 activation	NOD1 NF-kB reporter
N#CC(C#N)=Cc1ccc(NC(=O)c2ccc(Br)cc2)cc1	-29.2%	.	9.2%	8.8%	2.7%	0.7%	-15.0%	0.0%	0.6%
Cc1ccc(/C(N)=N/OC(=O)CCC2CCCCC2)cc1	-20.6%	4.1%	3.2%	2.5%	-4.6%	-3.4%	-39.3%	0.2%	.

Screening data deposited in PubChem by several laboratories.

An excerpt (hit frequency here may not be typical).
